MT stabilize HCS = microtubule stabilizers in HeLa cells | HeLa tubulin immunostaining HCS, 24 h; share of cells brighter than vehicle mean+2SD | % tubulin-high responders, % at 10 µM | 200,000 compounds, 0.83% hits | AID 2205;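 active = plate Z-score above 3 for both tubulin-high and condensed-nucleus cell shares, with cell loss under 80%, at 10 µM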;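 also: anti alpha tubulin signal scored within the nucleus-defined area of each cell; some results filed as inactive read as strong as hits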
WT yeast gro inh = growth inhibition of WT yeast, mitochondrial fusion screen. mitochondrial fusion phenotypic screen, WT strain. inhibition, % at 10 µM. 190,000 compounds, 2.1% hits; in the data active = inhibition above about 58%; tested in S. cerevisiae
Yfh1-depleted yeast = enhancers of respiration in Yfh1-depleted yeast, dose response, Friedreich's ataxia, plus single-dose screen (AID 1465). S. cerevisiae Yfh1-off respiration, WST-1 reduction, 72 h; higher fold induction means a stronger effect. fold induction at 50 µM; hits with a dose series show EC50 in µM. 220,000 compounds, 0.074% hits;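 active = fold induction of absorbance versus untreated yeast above a set limit, then at least 30% activation at any dose in follow-up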;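 also: activators that raise dye reduction in frataxin-depleted yeast; strong numbers were not always called active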
Ins promoter up = MIN6 insulin promoter up-regulation. MIN6 insulin promoter-GFP reporter, high-content imaging; stronger effect = higher value. z-score at 5 µM. 190,000 compounds, 0.3% hits. AID 1625;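 active = z-score above 3 at 5 µM with at least 500 cells counted in the well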
Autophagy HCS = alters autophagy in cells; MEF GFP-LC3 puncta imaging; test concentration mostly 10 µM; calls only at 10 µM (by protocol); 190,000 compounds, 0.98% hits;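 active = percentage of spot-positive cells more than 3 SD above its plate mean, without a fluorescence outlier flag or 80% toxicity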;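 also: spot-positive cell cutoff set from DMSO-treated cells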
Dynein transport = blocks dynein driven cargo transport along microtubules; 3617.4 mouse cells, GR-EGFP nuclear translocation imaging; test concentration mostly 20 µM; stimulated with dexamethasone, 1 µM; stronger effect = lower value; 220,000 compounds, 0.47% hits; z-score, hits read low;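 active = plate z-score of nuclear minus cytoplasmic receptor signal below a set negative limit, without overly bright fluorescence or cell loss, cut at about -3.5 in these data, passing the limit was not always enough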;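 also: z-score of nuclear minus cytoplasmic ring GR-EGFP intensity difference per well; some compounds called inactive have numbers as strong as hits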
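Buffer or medium: tet-free, stripped-serum medium; reagent: dexamethasone at 1.0 µM final, 30 min; incubation: 48 h induction, 1 h compound, 30 min dex at 37 °C; measured by: formaldehyde fixation, Hoechst nuclear stain, 10x automated fluorescence imaging; read-out: nuclear-to-cytoplasmic GR-EGFP distribution per well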
bCat nuc transl = modulators of beta-catenin nuclear translocation; HeLa beta-catenin nuclear translocation, immunofluorescence imaging; nuclear translocation activity, % at 5 µM; 190,000 compounds, 0.3% hits;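 active = nuclear translocation activity above 50% at 5 µM, with a well cell count of 50 or more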;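 also: per-cell ratio of nuclear to cytoplasmic median beta-catenin stain intensity; plate controls were DMSO negative control for no effect and GSK-3 inhibitor IX positive control for full effect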
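Test system: human HeLa cells, endogenous beta-catenin. Times: 24 h compound exposure, 37°C. Measured by: beta-catenin immunofluorescence imaging with DAPI.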
PMI inhibition = MPI inhibition at elevated mannose 6-phosphate – biochemical, fluorescence intensity, high mannose 6-phosphate, primary screen (AID 1220); recombinant PMI enzyme, coupled fluorescence intensity; higher % means a stronger effect; inhibition, % at 20 µM, or IC50 in µM where a hit was titrated; 190,000 compounds, 0.66% hits
PMI inhibitors = MPI enzyme activity inhibition – biochemical, fluorescence intensity, coupled assay, primary screen (AID 1209) | 190,000 compounds, 0.42% hits | purified PMI enzyme, coupled fluorescence intensity; higher % means a stronger effect | inhibition, % at 20 µM, or IC50 in µM where a hit was titrated;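 also: plate controls were DMSO vehicle for no effect and wells lacking substrate for full effect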
WT yeast gro inh mutant strain = recorded beside WT yeast gro inh, whose call it bears; inhibition, %; mitochondrial fusion phenotypic screen, mutant strain inhibition
Dynein transport cytoplasmic EGFP = further read-out of Dynein transport, marked with its call; z-score; measured here: cytoplasmic GR-EGFP intensity; stronger effect = higher value
Dynein transport nuclear GR-EGFP = further read-out of Dynein transport, marked with its call; z-score; measured here: nuclear GR-EGFP intensity;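 lower value marks the stronger effect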
Dynein transport cell count = recorded beside Dynein transport, whose call it bears; z-score; measured here: cell count per field
Ins promoter up cell count = also measured in Ins promoter up; calls as there; cell count; measured here: cytotoxicity, nuclei count;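 total cells summed across four imaged fields per well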
bCat nuc transl cell count 5 µM = second read-out of bCat nuc transl, no call of its own (marks repeat the call); cell count; measured here: cell count, cytotoxicity flag
MT stabilize HCS Hoechst-high % = also measured in MT stabilize HCS; calls as there; % Hoechst-high responders; measured here: nuclear condensation Hoechst responders;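 share of cells brighter than vehicle mean plus two SD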
MT stabilize HCS cytotoxicity % = second read-out of MT stabilize HCS, no call of its own (marks repeat the call); toxicity, %; measured here: cytotoxicity by cell density;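 0% = mean cell density of plate MIN control wells and 100% = no cells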
Autophagy HCS cell loss 18 h = also measured in Autophagy HCS; calls as there; toxicity, %; measured here: cell loss, nuclei count;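 cell loss after 18 h compound exposure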
Active calls of the source: *; i = inactive; / = not tested or not shown. Rule as the data show it, unless noted: active = inhibition above about 50%; inactive = the rest.

SMILES	MT stabilize HCS	MT stabilize HCS Hoechst-high %	MT stabilize HCS cytotoxicity %	WT yeast gro inh	WT yeast gro inh mutant strain	Yfh1-depleted yeast	Ins promoter up	Ins promoter up cell count	Autophagy HCS	Autophagy HCS cell loss 18 h	Dynein transport	Dynein transport cytoplasmic EGFP	Dynein transport nuclear GR-EGFP	Dynein transport cell count	bCat nuc transl	bCat nuc transl cell count 5 µM	PMI inhibition	PMI inhibitors
CC(=O)Nc1ccc(NC(=O)c2ccc(C)c(S(=O)(=O)Nc3cccc(C)c3)c2)cc1	2.2	1.5	8.0	-12	-10	i	0.19	1447	i	-16	-0.59	-0.18	-0.21	1.3	-2.9	999	9%	6%
CCCn1c(C)cc(/C=C(\C#N)C(=O)OCC(=O)Nc2cccc(OC)c2)c1C	6.1	4.0	5.1	18	-7	i	0.23	1247	i	0	0.39	-0.25	-0.22	-0.041	/	/	4%	17%
CC1CCN(C(=O)CSc2nc3c(cnn3-c3ccc(Cl)cc3)c(=O)[nH]2)CC1	1.7	1.6	5.7	-5	-11	i	-1.3	1484	i	-12	-1.4	-0.19	-0.66	0.51	-0.2	1110	2%	4%
O=S(=O)(CC(O)COc1ccccc1Cl)c1ccccc1 (stereo unspecified)	2.3	1.0	0.1	-18	-3	i	-0.25	1621	i	1	-0.013	-0.11	-0.19	0.12	-1.1	1332	7%	-8%
COCCNC(=O)c1ccccc1-c1ccccc1C(=O)O	1.5	1.3	6.1	-5	-37	i	/	/	i	-2	-0.6	-0.22	-0.086	0.33	/	/	-8%	0%
Cc1ccc2c(Cl)c(C(=O)NCc3cccnc3)sc2c1	0.8	1.5	4.1	-10	-4	i	-1.5	1262	i	-3	-0.62	-0.13	-0.38	0.58	0.7	1404	2%	1%
O=C(N/N=C/c1c(F)c(F)c(F)c(F)c1F)c1ccc(Cn2cc(Br)cn2)o1	2.8	1.5	2.8	25	-2	i	0.28	1276	i	-1	1.7	-0.31	1.2	-0.48	/	/	8%	5%
CS/C(=C\[N+](=O)[O-])Nc1ccc(C)cc1	2.6	2.9	5.3	-8	-18	/	0.44	1293	i	-5	-0.041	-0.12	0.028	-0.0029	1.2	1076	-4%	-12%
O=C(Nc1nnc(SCC(=O)N2CCCCC2)s1)C1CCCCC1	2.6	1.1	4.3	-12	3	i	/	/	i	-1	-0.35	-0.063	0.045	0.2	-0.6	1125	14%	16%
O=C(NC1=NCCS1)c1cccc2ccccc12	2.5	1.9	5.3	81*	80*	i	-0.66	1148	i	12	-0.056	-0.2	0.021	0.26	-1.3	1089	-1%	3%
CC(C)=CC(O)C/C(C)=C/COc1ccc2ccc(=O)oc2c1 (stereo unspecified)	/	/	/	/	/	i	0.79	860	/	/	-0.11	-0.73	0.39	-0.13	0.9	1147	/	/
O=C(c1ccc(Cl)cc1)N1CCN=C1c1ccccc1	4.3	3.3	7.6	-9	-5	i	0.35	1264	i	-3	-0.84	-0.088	-0.56	0.73	/	/	8%	6%
CCCNC(=O)c1ccc(SC)cc1OC	3.7	2.6	9.5	-20	-11	i	-0.03	1209	i	14	-0.66	-0.2	-0.14	0.034	/	/	6%	4%
S=c1[nH]nc(C2CC2)n1Cc1ccccc1	3.5	1.8	21	18	8	i	1.9	1191	i	-4	1.3	-0.26	0.85	-1.6	-1.5	1100	7%	8%
CC1CCN(c2nc3c(c(=O)n(C)c(=O)n3C)n2CCSc2nc3ccccc3o2)CC1	2.1	2.2	7.3	-11	-9	i	0.05	1249	i	-5	0.5	-0.23	0.32	0.27	-0.9	1113	4%	12%
CNC(=S)N1CCC(c2nc3ccccc3s2)CC1	2.5	1.5	7.8	-7	-2	i	0.36	1570	i	-11	-0.73	-0.35	-0.26	0.72	-0.6	1413	14%	18%
COCCOC(=O)C1=C(N)OC2=C(C(=O)CCC2)C1c1cccnc1 (stereo unspecified)	3.5	2.1	2.4	2	7	i	-0.04	1227	i	-16	-0.27	-0.21	0.25	0.48	0.1	1115	1%	0%
O=C(O)CSc1cc(C(=O)c2ccccc2O)cn2c(=O)c3c4c(sc3nc12)CCCC4	/	/	/	/	/	i	0.31	1017	/	/	0.47	0.73	1.3	-1.2	0.2	1310	/	/
Cc1ccccc1NC(=S)NCc1cccn1C	4.6	1.8	8.3	-6	17	i	0.07	1203	i	7	0.56	-0.27	0.32	0.83	1.4	1003	-16%	-10%
CCOC(=O)c1ccc(-n2c(C)nc3c(cnn3-c3ccc(Cl)cc3)c2=O)cc1	2.7	2.5	3.4	4	-2	i	/	/	i	8	0.098	-0.21	-0.12	0.14	/	/	6%	2%
O=C(c1ccc(F)cc1)c1cn[nH]c1-c1ccccc1O	2.6	3.7	7.0	8	-7	i	-0.09	1053	i	21	-0.46	-0.3	-0.21	1	-6.4	1020	8%	5%
COc1ccc(NC(=O)CN(C)C2CCCCC2)c([N+](=O)[O-])c1	4.7	2.4	1.6	27	0	i	0.15	1525	i	24	1.1	-0.2	0.75	-1.2	-2.2	1089	4%	14%
Cc1ccc(-n2c(C)cc(C(=O)COC(=O)c3ccc[nH]c3=O)c2C)cc1	3.3	1.4	7.9	29	4	i	0.37	1424	i	17	1.3	0.35	1.8	-3.8	-1.4	999	-2%	7%
OC(c1ccccc1)(c1ccc(F)cc1)C(c1ccccc1)N1CCOCC1 (stereo unspecified)	2.4	2.2	4.7	12	-20	i	0.2	1521	i	-1	0.45	-0.13	-0.36	-1.3	0.2	1380	-1%	2%

Copied from above (2 entries):
SMILES	MT stabilize HCS	MT stabilize HCS Hoechst-high %	MT stabilize HCS cytotoxicity %	WT yeast gro inh	WT yeast gro inh mutant strain	Yfh1-depleted yeast	Ins promoter up	Ins promoter up cell count	Autophagy HCS	Autophagy HCS cell loss 18 h	Dynein transport	Dynein transport cytoplasmic EGFP	Dynein transport nuclear GR-EGFP	Dynein transport cell count	bCat nuc transl	bCat nuc transl cell count 5 µM	PMI inhibition	PMI inhibitors
Cc1ccc(-n2c(C)cc(C(=O)COC(=O)c3ccc[nH]c3=O)c2C)cc1	3.3	1.4	7.9	29	4	i	0.37	1424	i	17	1.3	0.35	1.8	-3.8	-1.4	999	-2%	7%
OC(c1ccccc1)(c1ccc(F)cc1)C(c1ccccc1)N1CCOCC1 (stereo unspecified)	2.4	2.2	4.7	12	-20	i	0.2	1521	i	-1	0.45	-0.13	-0.36	-1.3	0.2	1380	-1%	2%

Next section:
SMILES	MT stabilize HCS	MT stabilize HCS Hoechst-high %	MT stabilize HCS cytotoxicity %	WT yeast gro inh	WT yeast gro inh mutant strain	Yfh1-depleted yeast	Ins promoter up	Ins promoter up cell count	Autophagy HCS	Autophagy HCS cell loss 18 h	Dynein transport	Dynein transport cytoplasmic EGFP	Dynein transport nuclear GR-EGFP	Dynein transport cell count	bCat nuc transl	bCat nuc transl cell count 5 µM	PMI inhibition	PMI inhibitors
CCC(=O)Nc1cccc(C(=O)Nc2nccs2)c1	2.2	2.2	4.0	4	-1	i	0.32	1470	i	-1	0.16	-0.21	-0.04	0.24	0.9	969	7%	-1%
COCCn1nnnc1CN1CCC(NC(=O)c2ccc(Br)cc2)CC1	3.4	2.1	2.2	-3	-10	i	0.29	1289	i	-4	0.66	-0.26	0.49	0.73	-1.4	1176	-12%	-23%
CCN(CC)CCNC(=O)c1ccc(Cl)c(S(=O)(=O)N2CCCCCC2)c1	1.9	1.5	9.5	5	11	i	-0.24	811	i	-13	0.36	0.11	0.43	1.6	/	/	-5%	-2%
CC1CN(S(=O)(=O)c2cccc(C(=O)OCc3cc(=O)oc4cc(O)ccc34)c2)CC(C)O1 (stereo unspecified)	3.3	0.7	0.1	-1	5	i	-0.96	1231	i	4	0.4	-0.22	0.17	-0.059	/	/	22%	25%
O=C(CCSc1ccc(Cl)cc1)NCc1ccncc1	2.0	1.0	3.0	-29	-13	i	0.6	1275	i	-2	0.51	-0.18	0.28	0.51	-3.1	1076	3%	-6%
OCCC1CN(Cc2ccn[nH]2)CCN1Cc1ccc(F)c(F)c1 (stereo unspecified)	3.3	2.3	2.4	7	15	i	1.1	1464	i	-20	0.19	0.0056	-0.07	0.42	-2.4	1073	-7%	1%
C=CCn1c(-c2ccc(OC)c(OC)c2)n[nH]c1=S	5.1	2.8	2.0	2	13	i	/	/	i	-3	0.083	-0.13	0.025	0.2	2.8	989	-11%	-10%
CCOC(=O)C(Oc1ccc2c(-c3ccccc3)cc(=O)oc2c1)c1ccccc1 (stereo unspecified)	4.0	2.3	8.1	12	-23	i	-0.1	1162	i	3	-0.6	0.16	-0.51	0.31	0.7	890	-1%	13%
NCCc1c(C(=O)O)[nH]c2ccc([N+](=O)[O-])cc12	/	/	/	/	/	i	0.17	993	/	/	-0.96	-0.11	0.091	-0.41	-1.0	1334	/	/
COc1cc(OC)cc(C(=O)N[C@H](C(=O)OCn2nnc3ccccc3c2=O)C(C)C)c1	3.3	2.7	7.5	-17	-9	i	-0.01	1392	i	-2	0.047	0.72	0.38	0.44	0.0	1049	-5%	-8%
CCCCC(CC)CNC(=O)c1[nH]c(C)c(C(C)=O)c1C (stereo unspecified)	4.3	2.5	6.8	-9	-5	i	0.4	987	i	9	0.15	-0.2	0.17	-0.012	/	/	4%	4%
Cc1cc(C)cc(Nc2nc3c([nH]2)c(=O)n(C)c(=O)n3C)c1	3.3	1.9	10.0	-1	-2	i	0.72	1490	i	-23	-0.084	-0.099	-0.025	0.16	0.1	856	0%	-2%
CC(C)c1ccccc1-n1c(SCC(=O)c2ccc3c(c2)NC(=O)CO3)nc2ccccc2c1=O	4.3	0.4	0.7	42	11	i	-1.2	1268	i	-28	-0.77	0.35	-0.19	0.49	1.9	1527	11%	6%
CCOC(=O)c1nn(-c2ccc(F)cc2)c(=O)c2c(N)scc12	2.0	1.6	9.3	3	-1	i	1.6	1583	i	-3	-0.21	-0.2	-0.35	0.6	-0.8	900	62%*	41%
[O-][N+]1=C(c2cccs2)CN(O)C1	1.9	1.2	6.8	2	10	i	0.9	1401	i	11	-0.59	-0.23	-0.51	2.2	-2.1	1149	-1%	1%

Screens as filed in PubChem BioAssay.
